Rhodamine autofl: rhodamine region autofluorescence; Rhodamine-region fluorescence, 547/598 nm, Tris buffer; active compounds read high; max dye-equivalent concentration, M; 59,000 compounds, 0.05% hits; in the data active means max dye-equivalent concentration above about 11 nM; inconclusive means between about 1.1 nM and that limit
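Steps: pin-transfer compounds into pH 8.0 Tris (100 mM), hold 15 min at room temperature, image with a 547/598 nm filter pair, and convert intensities to rhodamine-equivalent concentration using a six-point on-plate rhodamine series.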
BRCT inh green: blocks human BRCA1 BRCT binding to phosphopeptide, green readout; 75,000 compounds, 0.05% hits; Potency, µM (top dose mostly 76.9 µM), without a hit: top-dose activity change, negative = inhibition, most hits filed as inhibitors; BRCA1 BRCT-phosphopeptide binding, green fluorescence polarization; AID 875; P38398;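 further: potency means the concentration at half of the fitted maximal effect; plate controls were peptide without protein for full effect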
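Compounds were incubated for 12 min at room temperature with a complex of 100 nM fluorescein-tagged pBACH1 decapeptide and 250 nM His-tagged BRCT protein. Buffer was phosphate pH 7.3 with EDTA, DTT and Tween 20. Disruption of binding lowers the polarization signal.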
15-hLO inh: inhibitors of human 15-lipoxygenase (ALOX15). AID 887. purified 15hLO-1, xylenol orange hydroperoxide absorbance. 74,000 compounds, 1.4% hits. Potency, µM (doses to about 57.1 µM), inactives show at the highest dose activity change, negative = inhibition, most hits filed as inhibitors; further: potency means the concentration at half of the fitted maximal effect; on the % scale 0 is the no-effect control and ±100 the full control effect; nearly all actives have a fitted effect of over 55% in size
Target sequence (P16050 whole entry, looked up): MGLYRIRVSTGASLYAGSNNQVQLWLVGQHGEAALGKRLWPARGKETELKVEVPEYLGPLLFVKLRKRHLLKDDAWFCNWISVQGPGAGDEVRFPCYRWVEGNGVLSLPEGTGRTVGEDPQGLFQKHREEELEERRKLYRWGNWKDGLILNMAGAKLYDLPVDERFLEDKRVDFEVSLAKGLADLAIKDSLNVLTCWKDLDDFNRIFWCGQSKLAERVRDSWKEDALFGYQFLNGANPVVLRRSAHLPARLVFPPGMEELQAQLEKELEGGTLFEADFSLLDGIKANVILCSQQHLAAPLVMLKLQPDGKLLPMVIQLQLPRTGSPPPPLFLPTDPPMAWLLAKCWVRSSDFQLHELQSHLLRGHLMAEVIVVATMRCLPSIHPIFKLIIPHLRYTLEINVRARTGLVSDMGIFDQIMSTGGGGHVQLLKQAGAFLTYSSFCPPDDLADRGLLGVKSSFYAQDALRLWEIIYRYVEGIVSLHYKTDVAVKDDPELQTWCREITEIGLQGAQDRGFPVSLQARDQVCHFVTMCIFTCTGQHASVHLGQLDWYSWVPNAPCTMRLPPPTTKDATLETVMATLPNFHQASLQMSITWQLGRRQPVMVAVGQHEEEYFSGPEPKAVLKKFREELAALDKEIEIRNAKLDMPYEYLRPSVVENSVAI
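Hydroperoxide formed from arachidonic acid (50 uM) by purified human 15hLO-1 (40 nM) oxidizes ferrous iron, and the ferric-xylenol orange complex is read at 573 versus 405 nm. Compounds were preincubated 15 min; reaction ran 6 min at room temperature.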
HEK293 cAMP ctrl: parental HEK293 cAMP activation (counter-screen). parental HEK293 CNG cAMP sensor, membrane potential fluorescence. Potency, µM (series often up to 57.1 µM), without a hit: at the highest dose activation, usual class: activators. 73,000 compounds, 2.5% hits. AID 938; further: potency means the concentration at half of the fitted maximal effect; % of control where 0% means no effect; nearly all actives have a fitted effect of over 55% in size
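Parental HEK 293 cells stably expressing a modified CNG channel (no TSHR) report cAMP rise as membrane depolarization. Membrane potential dye with 100 uM RO 20-1724 was loaded for 60 min at room temperature, then compound added for 30 min; fluorescence read at 590 nm.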
HADH2 inh: blocks human hydroxyacyl-CoA dehydrogenase type II | Q99714 | recombinant HADH2, NADH fluorescence, beta-hydroxybutyryl-CoA | Potency, µM (top dose mostly 57.1 µM), inactives show at the highest dose activity change, negative = inhibition, usual class: inhibitors | 73,000 compounds, 3.4% hits | AID 886; further: potency means the concentration at half of the fitted maximal effect; on the % scale 0 is the no-effect control and ±100 the full control effect; nearly all actives have a fitted effect of over 60% in size; many of its hits are not listed in these tables
Target sequence (Q99714 whole entry, looked up, one chain of several): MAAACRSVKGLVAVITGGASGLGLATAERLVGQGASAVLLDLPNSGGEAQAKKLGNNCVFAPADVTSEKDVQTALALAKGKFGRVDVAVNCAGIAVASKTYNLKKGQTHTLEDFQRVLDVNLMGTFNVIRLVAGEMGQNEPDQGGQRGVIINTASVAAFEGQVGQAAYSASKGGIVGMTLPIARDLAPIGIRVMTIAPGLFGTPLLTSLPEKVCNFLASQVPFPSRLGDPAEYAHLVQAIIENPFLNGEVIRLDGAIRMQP
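Read-out: 360 nm excitation, 450 nm emission, kinetic over 4 min. Conditions: His-tagged human HADH2 20 nM, pH 9.0 Tris with Tween-20, 1 mM NAD+, 90 uM beta-hydroxybutyryl-CoA.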
DNA Pol III inh: inhibitors of bacterial DNA polymerase III holoenzyme; 71,000 compounds, 0.25% hits; reconstituted DNA polymerase III holoenzyme replication, biochemical; Potency, µM (series often up to 57.1 µM), without a hit: at the highest dose activity change, negative = inhibition; further: potency means the concentration at half of the fitted maximal effect; on the % scale 0 is the no-effect control and ±100 the full control effect
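Reconstituted *E. coli* holoenzyme (0.35 nM Pol III, 1 nM beta, 154 nM SSB, 2 nM primase) was preincubated with compound for 15 min at RT. Synthesis on 1.4 nM ssM13Gori ran 35 min, then was stopped with PicoGreen/EDTA and read as dsDNA fluorescence.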
Casp7 inh: allosteric or competitive inhibitors of human caspase-7 | P55210 | recombinant caspase-7, Ac-DEVD-AFC fluorescence rate | Potency, µM (doses to about 57.5 µM), for the others: at the highest dose activity change, negative = inhibition, hits mostly inhibitors | 75,000 compounds, 0.02% hits | AID 889; active means well fitted inhibition curve with a large enough effect in the main read-out, with a control signal flat, not every such curve was filed as active; inconclusive means small, poorly fitted or top-dose-only effect, or a change in a side signal; further: potency means the concentration at half of the fitted maximal effect; % of control where 0% means no effect
USP2a inhib: USP2a (human) protease inhibition | O75604 | USP2a enzymatic assay, qHTS inhibition | Potency, µM (top dose mostly 38.3 µM), inactives show at the top dose activity change, negative = inhibition, actives largely listed as inhibitors | 60,000 compounds, 0.1% hits;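 further: potency means the concentration at half of the fitted maximal effect; nearly all actives have a fitted effect of over 60% in size; plate controls were DMSO for no effect and NEM full inhibition control for full effect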
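USP2 core (20 nM final) was preincubated with compound for 30 min at RT in 20 mM Tris-HCl pH 8.0, 2 mM CaCl2, 2 mM beta-mercaptoethanol; Ub-PLA2 (20 nM) plus NBD C6-HPC (20 uM) then added, fluorescence read after 2.5 h.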
Caspase-1 inhib: blocks human caspase-1 allosterically or competitively. P29466. Caspase-1 enzyme, Ac-WEHD-AFC fluorogenic rate. Potency, µM (series often up to 57.5 µM), inactives show at the top dose activity change, negative = inhibition, actives largely listed as inhibitors. 75,000 compounds, 0.03% hits;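 further: potency means the concentration at half of the fitted maximal effect; plate controls were vehicle for no effect and no substrate for full effect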
BRCT PPI red: disrupts BRCA1 BRCT binding to phosphoprotein, red fluorophore readout | P38398 | BRCT-phosphopeptide binding, red fluorescence polarization | Potency, µM (top dose mostly 76.9 µM), for inactives: at the top dose activity change, negative = inhibition, hits mostly inhibitors | 75,000 compounds, 0.03% hits; further: on the % scale 0 is the no-effect control and ±100 the full control effect
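Rhodamine-labelled pBACH1 10-mer (100 nM) bound to BRCT domain (100 nM) at pH 7.3; compounds incubated 12 min room temperature, polarization read. Free peptide defines full inhibition; unlabelled decapeptide titrated as control.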
Tau fil binding: binds recombinant human tau filaments | recombinant tau filaments, thioflavin S fluorescence, 15 h; filaments grown with octadecylsulfate alongside compound | 71,000 compounds, 2% hits | AID 596 | Potency, µM (series often up to 57.1 µM), without a hit: at the highest dose activity change, negative = inhibition;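 further: potency means the concentration at half of the fitted maximal effect; on the % scale 0 is the no-effect control and ±100 the full control effect; actives lower thioflavin S fluorescence by blocking filaments or displacing dye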
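Quantitative HTS: thioflavine S signal from ODS-induced tau filaments, excited at 450 nm, emission 510 nm. Conditions: 1 uM tau, 30 uM ODS, 15 h at 37 C, pH 7.4.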
Numbers without * were called inactive; i = inactive; ? = inconclusive; . = not tested or not shown; [ ] = remark or other dose. Unless noted, the call rests on the fitted dose curve; in most records, active means well fitted curve in the direction sought with a large enough effect; inconclusive means small, poorly fitted or top-dose-only effect, or another doubt; inactive means no such curve, though single readings can be large; an effect the other way counts as inactive or inconclusive.

SMILES | Rhodamine autofl | BRCT inh green | 15-hLO inh | HEK293 cAMP ctrl | HADH2 inh | DNA Pol III inh | Casp7 inh | USP2a inhib | Caspase-1 inhib | BRCT PPI red | Tau fil binding
Cn1c(=O)c2c(nc(SCCCO)n2Cc2ccccc2Cl)n(C)c1=O | i | -1.1% | -19% | 20% | ? | -7% | -2% | 2% | -1% | -1.8% | -2%
O=c1ccnc(SCc2ccc(Cl)cc2)[nH]1 | i | -1.8%[15.4 µM] | -3%[11.4 µM] | 5%[11.4 µM] | 0%[11.4 µM] | 3%[11.4 µM] | 1%[11.5 µM] | . | -1%[11.5 µM] | -0.1%[15.4 µM] | 2%[11.4 µM]
Cc1ccc(S(=O)(=O)N2CCC(C(=O)N[C@@H](C)C(=O)Nc3ccc4c(c3)OCO4)CC2)cc1 | i | -4.8% | -16% | -4% | -9% | -5% | -2% | 38%[activator] | 0% | -0.6% | 10µM*
CCC(=O)Nc1ccc2nc(SCC(=O)N3CCCC3)sc2c1 | i | -1.6% | -2% | -9% | 1% | -4% | -26% | 3% | ? | -0.4% | -8%
CN(C)c1ccc(-c2cc(NCc3ccccc3)ncn2)cc1 | i | -1.6% | -10% | 22% | ? | -6% | -3% | -27% | -1% | -1.0% | 39%
COc1cc(C2c3c(oc4cc(C)c(C)cc4c3=O)C(=O)N2c2cc(C)ccn2)ccc1O (stereo not drawn) | i | -0.3% | -6% | -7% | 21% | -8% | -1% | 14% | 1% | -1.4% | 5µM*
O=C(C(Cc1ccccc1)n1cccc1)N1CCc2ccccc21 (stereo not drawn) | . | -1.4% | -6% | ? | -7% | 4% | -3% | . | -4% | 0.2% | 37%
O=C(NCC12CC3CC(CC(C3)C1)C2)c1nc2ncccn2n1 | i | -0.8% | 1% | -9% | 15% | -2% | 2% | 5% | -1% | -3.5% | 5%
CC1Cc2nc(SCC(=O)N3CCCC3)n(C)c(=O)c2S1 (stereo not drawn) | . | -1.8% | 4% | 25% | -10% | -2% | 2% | . | -1% | 1.3% | -22%
CCSC(=Nc1ccccc1)C1=C(O)COC1=O | i | -2.5% | 56%[activator] | 11% | 2% | -2% | -1% | -6% | -1% | -0.4% | 8%
CNC(=O)c1ccc2snnc2c1 | . | -0.7% | -6% | 4% | -26% | -4% | 2% | . | -1% | 0.2% | 74%
Cc1ccc2cc(CN(Cc3nnnn3Cc3ccco3)CC3CCCO3)c(=O)[nH]c2c1C (stereo not drawn) | i | 6.7% | -1% | 23% | -3% | 1% | -8% | 28% | -5% | -0.9% | 31%
Cn1cccc1C(=S)N=P(C1CCCCC1)(N1CCOCC1)N1CCOCC1 | i | -1.6% | ? | 16% | ? | -2% | 0% | 2% | -3% | 3.1% | -2%
O=C(c1cnccn1)N1CCC[C@@]2(CCN(Cc3cc(C(F)(F)F)cc(C(F)(F)F)c3)C2)C1 | i | -2.3% | -1% | ? | 11% | -5% | 1% | 60%[activator] | -2% | -1.0% | -4%
CC1(C)S[C@@H]2[C@H](NC(=O)COc3ccccc3)C(=O)N2[C@H]1C(=O)O (tested in a mixture with another compound) | i | -1.3%[34.4 µM] | 21%[25.6 µM] | 5%[25.6 µM] | 8%[25.6 µM] | -7%[25.6 µM] | -2%[25.7 µM] | 0%[17.1 µM] | -2%[25.7 µM] | 1.0%[34.4 µM] | -2%[25.6 µM]
O=C(O)[C@H]1C[C@@H](CP(=O)(O)O)CCN1 | . | -1.7% | ? | -3% | 10% | -6% | 1% | . | 3% | -7.7% | -14%
COc1ccc(C(=O)NCCn2cc(SCC(=O)Nc3nnc(C)s3)c3ccccc32)cc1 | i | 0.7% | -2% | -8% | 5% | -1% | 0% | 38%[activator] | -3% | 0.1% | 12%
c1ccc(Cc2nnc3sc(Nc4ccccc4)nn23)cc1 | i | 0.8% | -22% | 2% | 9% | -2% | -1% | 5% | 3% | 0.4% | 4%
CCCCCN=C(C)c1c(O)c2ccccc2oc1=O | . | 1.8% | 12% | ? | -10% | -6% | -1% | . | 2% | 0.1% | 25%
CCn1cc(C(=O)OCc2ccccc2)c(=O)c2ccc(C)nc21 | i | 3.2% | -9% | 8% | 4% | 1% | 1% | 14% | 0% | 0.7% | 36%
CCOc1ccccc1NC(=O)c1c(NC(=O)CNCc2ccco2)sc2c1CCC2 | . | -0.8% | 6% | 24% | -8% | 1% | 0% | 35%[activator] | -3% | 0.4% | 14%
CCS(=O)(=O)N1Cc2ccccc2CC1C(=O)N1CCN(c2cccc(C)c2C)CC1 (stereo not drawn) | i | -2.0% | -25% | 22% | -3% | -1% | -11% | 23% | -2% | -1.8% | -29%
COc1ccccc1N1CCN(C(CNC(=O)c2ccc3c(c2)OCO3)c2cccnc2)CC1 (stereo not drawn) | i | -0.5% | 1% | 14% | 0% | 1% | -1% | 11% | 4% | -2.8% | 6%
CC(C)=NOC[C@@H](O)[C@@H]1O[C@@H]2OC(C)(C)O[C@@H]2[C@H]1O | . | 0.6%[15.4 µM] | 5%[11.4 µM] | -2%[11.4 µM] | -2%[11.4 µM] | . | 1%[11.5 µM] | . | 1%[11.5 µM] | -0.5%[15.4 µM] | .
COc1ccc(-n2nc(C(=O)N3CCN(Cc4ccc5c(c4)OCO5)CC3)c3ccccc3c2=O)cc1 | i | 4.1% | -10% | 6% | -18% | 1% | 1% | 25% | 2% | 0.2% | -8%
Cc1cc(NC(=O)c2sc(Nc3cccc(C(F)(F)F)c3)nc2N)no1 | i | 1.5% | 0% | -28% | 2% | -4% | 1% | 16% | 2% | -2.1% | 78%
COCCCNS(=O)(=O)c1ccccc1 | . | -0.4% | 12%[11.4 µM] | 0%[11.4 µM] | 5%[11.4 µM] | -10%[11.4 µM] | 0% | 8%[7.66 µM] | -1% | 0.3% | 2%[11.4 µM]
CC(=O)[C@H]([C@@H](c1ccccc1)N1CCOCC1)N1CCOCC1 | i | -1.3%[15.4 µM] | 0%[11.4 µM] | 12%[11.4 µM] | 15%[11.4 µM] | -9%[11.4 µM] | 1%[11.5 µM] | . | -3%[11.5 µM] | -0.2%[15.4 µM] | -3%[11.4 µM]
COc1ccccc1N1CCN(C(c2cc3cc(C)ccc3[nH]c2=O)c2nnnn2C2CCCC2)CC1 (stereo not drawn) | i | -0.7% | -16% | 3% | 7% | 0% | -2% | 26% | -1% | -1.0% | -5%
Cc1nnc(SCC(=O)n2c3c(c4ccccc42)CCCC3)s1 | i | 1.2% | -8% | ? | 13% | 2% | -3% | 4% | -1% | 0.7% | 122%
O=c1cc(-c2ccc(O)cc2)oc2cccc(O)c12 | . | -4.7% | -11%[25.6 µM] | . | . | . | -2% | . | -1% | -0.3% | .
COc1cc2[nH]c(=S)n(NC(=O)CC(C)C)c(=O)c2cc1OC | i | -1.5% | 8% | -1% | ? | 0% | 1% | 3% | 1% | 1.9% | 3%
COc1ccc(CN2CC(C(=O)NCCCN3CCCCCC3)CC2=O)cc1 (stereo not drawn) | i | -1.3% | ? | 5% | 3% | 0% | -2% | 2% | 0% | 0.6% | 5%
COc1ccc(CCNC(=O)c2c(O)c3cccc4c3n(c2=O)CC4)cc1OC | i | -3.0% | 3% | 25% | 16% | -3% | 0% | 37%[activator] | -5% | -0.8% | 12%
Cc1cc(NC(=O)COC(=O)c2ccc(F)c(S(=O)(=O)N3CCOCC3)c2)no1 | i | -1.5% | 10% | 0% | 9% | 0% | 1% | -3% | -2% | -0.6% | 4%
CCOC(=O)C(NCCCO)c1ccccc1 (stereo not drawn) | i | -1.0% | 9% | 15% | 2% | -2% | 1% | . | 2% | 0.7% | -30%
CCOC(=O)Cc1csc(SCn2nnc3ccccc3c2=O)n1 | i | -0.2% | -7% | 20% | -4% | 2% | 0% | 3% | -1% | 0.3% | -7%
CC(=O)OC1CCC(OC(C)=O)c2c1n([O-])c(C)c(C)[n+]2=O (stereo not drawn) | i | -1.0% | 12% | 3% | -6% | -2% | 1% | 2% | -1% | -0.2% | 8%
Cc1nc(SCC#N)c2c(C)c(C)sc2n1 | i | -0.3% | 5% | 30% | 12% | -6% | 0% | 14% | -1% | 2.0% | 9%
COC(=O)c1nc2n(n1)C(c1ccccc1OC)C1=C(CCCC1=O)N2 (stereo not drawn) | i | 0.3% | 4% | 4% | -6% | -1% | -2% | 5% | -2% | -3.4% | 6%

Screening data (PubChem BioAssay)

This is a subset; count on the stated rates, not on these rows.
